Screening results from PubChem.
VLA-4 agonist: allosterically activates the human VLA-4 integrin; Jurkat cells, LDV-FITC binding, flow cytometry; activation, % at 10 µM (by protocol); 24,000 tested, under 10 active;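 active = fluorescent ligand binding to cells raised by more than 40% of the manganese-induced maximum; inconclusive = compound's own fluorescence above 85% of the ligand control signal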;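 note: 0% = ligand binding without compound and 100% = manganese-stimulated maximal binding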
Target sequence (P13612 whole entry, looked up): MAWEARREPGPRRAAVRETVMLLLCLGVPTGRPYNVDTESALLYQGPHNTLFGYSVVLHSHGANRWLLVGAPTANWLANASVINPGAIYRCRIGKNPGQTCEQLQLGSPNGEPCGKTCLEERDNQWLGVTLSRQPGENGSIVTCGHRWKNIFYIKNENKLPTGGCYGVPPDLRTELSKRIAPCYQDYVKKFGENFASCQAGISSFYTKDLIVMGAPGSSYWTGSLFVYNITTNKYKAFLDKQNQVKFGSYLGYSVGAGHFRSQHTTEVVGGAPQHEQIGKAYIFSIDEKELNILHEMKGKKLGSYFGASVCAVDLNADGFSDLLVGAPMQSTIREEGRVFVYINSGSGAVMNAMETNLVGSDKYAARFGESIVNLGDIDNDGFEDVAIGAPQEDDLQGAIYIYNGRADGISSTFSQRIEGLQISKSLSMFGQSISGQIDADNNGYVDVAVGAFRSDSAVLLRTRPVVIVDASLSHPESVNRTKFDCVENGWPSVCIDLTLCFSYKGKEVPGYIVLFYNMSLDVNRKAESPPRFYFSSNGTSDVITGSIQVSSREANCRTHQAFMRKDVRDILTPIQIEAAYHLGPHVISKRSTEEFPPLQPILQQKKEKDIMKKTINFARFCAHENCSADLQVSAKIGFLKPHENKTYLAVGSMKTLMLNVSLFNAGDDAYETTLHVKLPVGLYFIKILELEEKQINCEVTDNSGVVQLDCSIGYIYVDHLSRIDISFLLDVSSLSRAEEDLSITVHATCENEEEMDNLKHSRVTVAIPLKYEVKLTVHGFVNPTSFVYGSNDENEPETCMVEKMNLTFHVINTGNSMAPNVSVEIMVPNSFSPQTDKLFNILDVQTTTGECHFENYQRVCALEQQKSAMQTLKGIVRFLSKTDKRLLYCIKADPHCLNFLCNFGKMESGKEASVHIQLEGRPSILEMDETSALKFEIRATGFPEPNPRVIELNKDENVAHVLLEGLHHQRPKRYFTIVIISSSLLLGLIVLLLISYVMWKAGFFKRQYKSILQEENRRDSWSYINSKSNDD
VLA-4 antagonist: blocks LDV-FITC ligand binding to Mn2+-activated human VLA-4 integrin; P13612; Jurkat cells, LDV-FITC binding with Mn2+, flow cytometry; 100% = Mn2+-driven binding gain fully reversed; inhibition, % at 10 µM (by protocol); 24,000 compounds, 0.2% hits;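 active = inhibition above 50%; inconclusive = compound itself fluorescent, judged against control cell fluorescence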;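 note: 0% = Mn2+ stimulated cells lacking compound and 100% = ligand binding without Mn2+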
Prostate diff: activators of LNCaP prostate cell differentiation. AID 795. side scatter shift, % at 10 µM. flow cytometry side scatter, 4 d. 24,000 compounds, 0.56% hits;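 active = side scatter shift above 30%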;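 note: androgen-responsive LNCaP prostate cancer cells in charcoal-stripped serum medium; percent of cells past a gate set so DMSO wells show 10% shift; higher shift means more granular cells and more differentiation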
Autofluor Jurkat: counter-screen for VLA-4 integrin: compound autofluorescence in Jurkat cells; flow cytometry; hits give high values; 1 = vehicle-only cell background; fluorescence ratio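 (tested at 10 µM compound in the well)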; 24,000 compounds, 0.61% hits;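 active = fluorescence ratio above 2.44, which is 1 plus 3 SD of all ratios; inconclusive = signal too bright to measure linearly, ratio around 10 or more; inactive = fluorescence ratio below 2.44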;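 note: green fluorescence of cells measured with 488 nm excitation and 530 nm emission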
Numbers without * were called inactive; ? = inconclusive. The list is partial (hit frequency here may not be typical).

SMILES	VLA-4 agonist	VLA-4 antagonist	Prostate diff	Autofluor Jurkat
COc1ccc(N2C(=O)C(Cl)=C(N3CCCC3)C2=O)cc1	-2	-12	8	1.1
O=C1CC(c2cccnc2)c2cc3c(cc2N1)OCO3 (configuration not stated)	1	-4	5	1.1
Cc1ccccc1NC(=O)c1cnc2ccccn2c1=O	1	-4	13	1.1
O=C(CCN1CCOCC1)Nc1ccc2c(c1)CCC2	-16	-20	10	1.1
Cc1cncn1CCc1nc2c3ccccc3nc(=S)n2[nH]1	-2	-1	10	1
Cc1nn(-c2ccc(C(=O)O)cc2)c(N)c1-c1ccccc1	15	-18	7	1
C=CCn1c(=O)c2ccccc2n2c(SC(C)C(=O)Nc3nc(-c4ccccc4)cs3)nnc12 (configuration not stated)	6	-18	7	0.95
COc1cccc(-n2nnc3c(=O)n(CC(=O)OCc4ccccc4)cnc32)c1	-2	1	11	1.1
CCOc1ccc(C2CC(c3cccc(C)c3)n3ncnc3N2)cc1 (configuration not stated)	-2	-7	12	1
Cc1cc(NC(=O)c2cc(-c3ccco3)on2)no1	4	4	6	1
CN(C)S(=O)(=O)c1ccc(Oc2ccc(S(=O)(=O)N(C)C)cc2)cc1	-10	3	6	1.2
COc1ccc(N(CC(=O)N2CCN(c3ccccc3)CC2)S(=O)(=O)c2c(C)noc2C)cc1	0	7	6	1.1
CN(C)CCCNC(=O)c1ccc2[nH]c3ccccc3c2c1	5	-6	5	1
COc1ccccc1NC(=O)CN1CCN(CC(=O)Nc2ccc(F)cc2)CC1	-1	15	4	1.1
O=C(NCCCN1CCCC1=O)c1ccc2c(=O)n(Cc3ccco3)c(=S)[nH]c2c1	-1	-11	10	1.1
CCCCN(C)S(=O)(=O)c1ccc(C(=O)Nc2nnc(-c3cccs3)o2)cc1	-3	0	16	1.2
CCCCNC(=O)NS(=O)(=O)c1ccc(C)cc1	3	-20	3	1
Cc1ccc(NC(=O)CCN2C(=O)c3ccncc3C2=O)cc1	4	9	9	1
CCc1ccc(S(=O)(=O)NCc2cn3ccccc3n2)s1	2	-7	3	1
O=S(=O)(NCCN1CCCC1)c1cccc2cccnc12	-2	-3	4	1.1
O=C(CCCCCn1c(=S)[nH]c2cc3c(cc2c1=O)OCO3)N1CCN(C2CCCCC2)CC1	0	-7	19	1.2
Cc1cc(N)ccc1NC(=O)c1ccccc1	5	4	11	0.82
Cc1cccc(NC2=NC3(CCCCC3)N=C(N)N2)c1	-1	-8	6	1
COc1cccc(OCC(=O)N(Cc2nc(-c3ccc(Cl)cc3)no2)C(C)C)c1	-10	23	3	1.1
Cc1ccc(Nc2cc(C)nc3ncnn23)c(Cl)c1	3	-13	12	0.94
The list goes on:
SMILES	VLA-4 agonist	VLA-4 antagonist	Prostate diff	Autofluor Jurkat
Cc1ccc(-c2ccc(SCC(=O)Nc3nonc3C)nn2)cc1	-2	4	12	0.98
CCOC(=O)C1CCCN(c2c(N3CCC(N4CCCCC4)CC3)c(=O)c2=O)C1 (configuration not stated)	-4	-8	9	0.96
Cc1ccc(S(=O)(=O)NC(CC(=O)N2CCc3ccccc32)c2ccco2)cc1 (configuration not stated)	0	7	12	1
Cn1cc(C(=O)NC2CCCCCC2)c(=O)c2cc(S(=O)(=O)N3CCCC3)ccc21	-10	8	1	1.1
Cc1ccccc1-n1c(=O)c2ccccc2n2nnnc12	?	?	4	1.1
CCS(=O)(=O)N1CCC(C(=O)NCc2ccccn2)CC1	3	3	1	0.99
Cc1oc(-c2ccccc2)[n+]([O-])c1C	7	-12	13	0.98
CCOc1ccc(NC(=O)c2ccncc2)cc1	4	-24	9	1.1
Cc1ccc(CNC(=O)CN(C)S(=O)(=O)c2cccc3nsnc23)cc1	-1	24	7	1.1
COC(=O)c1cnc2c(C(F)(F)F)cccc2c1OC	0	-12	3	1
CCOC(=O)c1cnn(-c2sc(C(=O)OCC)c(C)c2C(=O)OCC)c1N	?	?	6	1.6
O=C1Nc2ccccc2C(O)(C(=O)NC2CC2)N1c1ccc(Cl)c(Cl)c1 (configuration not stated)	-3	3	5	1
Cc1c(NC(=O)C(C)OC(=O)C(NC(=O)c2ccco2)C(C)C)c(=O)n(-c2ccccc2)n1C (configuration not stated)	4	-20	8	1
O=C(NCc1ccc2c(c1)OCO2)c1nnc(Cc2ccc(F)cc2)o1	2	-18	11	0.78
COC(=O)Cc1c(C)nc2nc[nH]n2c1=O	?	?	10	1
CCOc1ccc(C(=O)OCc2nnc(-c3cccs3)o2)cc1OC	2	-9	7	1
Cc1cc(NC(=O)Nc2cccs2)no1	6	-20	5	1
CS(=O)(=O)N(CC(=O)N1CCCCCC1)c1ccc(Br)cc1	6	-20	12	0.98
CCOC(=O)N1CCN(C(=O)c2cnc(Nc3ccccc3OC)c3ccccc23)CC1	?	?	2	1.1
Cc1cc(C)n(CNc2nc(C(F)(F)F)cs2)n1	-9	-15	9	1.1
Cc1c2cnn(CC(=O)N3CCN(c4ncccn4)CC3)c(=O)c2c(C)n1Cc1ccc(F)cc1	-5	-1	7	1.1
CC(C(=O)NC1CCCCCC1)N(c1ccccc1)S(C)(=O)=O (configuration not stated)	4	-21	13	1
COc1ccc(CC(=O)OCC(=O)NC(=O)NC2CCCCC2)cc1	2	9	12	0.96
CCOC(=O)C1CCCN(C(=O)c2sc3nc(C)nc(N4CCOCC4)c3c2C)C1 (configuration not stated)	-4	8	6	1
COc1ccc2cc3cc(C(=O)NCCc4ccc(OC)c(OC)c4)oc3nc2c1	?	?	10	1.1

The last two entries of the part above open the next one.
SMILES	VLA-4 agonist	VLA-4 antagonist	Prostate diff	Autofluor Jurkat
CCOC(=O)C1CCCN(C(=O)c2sc3nc(C)nc(N4CCOCC4)c3c2C)C1 (configuration not stated)	-4	8	6	1
COc1ccc2cc3cc(C(=O)NCCc4ccc(OC)c(OC)c4)oc3nc2c1	?	?	10	1.1
COC1CCCCC1Nc1cccc(SC)c1 (configuration not stated)	-8	-7	10	1.2
Cn1c2c(c(=O)n(C)c1=O)C(c1cccc(Br)c1)C1C(=O)c3ccccc3C1=N2 (configuration not stated)	-3	-6	21	1.1
Cc1ccc(S(=O)(=O)n2ccnc2)cc1C	14	-2	2	0.9
COc1ccc(Cn2nnnc2C(c2ccccn2)N2CCN(c3cc(Cl)ccc3C)CC2)cc1 (configuration not stated)	-12	-21	2	0.96
CCOc1ccc(C(=O)CN2CCN(S(=O)(=O)c3ccc(Br)cc3)CC2)cc1	-1	13	3	1
COC(=O)c1ccccc1NC(=O)C1CCN(S(=O)(=O)c2cc(C)ccc2OC)CC1	-6	16	16	0.98
Nc1nc(C2CC2)c(Sc2sc(N)nc2C2CC2)s1	1	-1	6	1.1
O=C(Cc1ccccc1)N1CCCC(c2nc(-c3cccs3)no2)C1 (configuration not stated)	?	?	17	1.1
C=C(Cl)COC(=O)[C@H]1C2C=CC(C2)C1C(=O)O (some centres not stated)	-2	4	6	1.1
O=C1c2ccccc2NC(c2cccc(F)c2)N1Cc1ccco1 (configuration not stated)	-2	4	8	1
CCc1nn(CC(=O)NCCCN(CC)Cc2ccccc2)c(=O)c2cc3sccc3n12	?	?	6	1.2
CCCOC(=O)C1C2C=CC3(CN(c4cccc(Cl)c4)C(=O)C13)O2 (configuration not stated)	6	1	11	0.99
O=C1CCc2cc(S(=O)(=O)NC(C(=O)NCc3cccnc3)c3ccccc3)ccc2N1 (configuration not stated)	4	3	7	0.99
CCn1cc(C(=O)N2CCCCC2)c(=O)c2cc(S(=O)(=O)N3CCC(C)CC3)ccc21	3	-5	9	1.1
O=S(=O)(c1ccc(Br)s1)N1CCCCC1	-2	-10	9	1.1
CCC(Sc1nc2cc3c(cc2c(=O)n1Cc1ccco1)OCO3)C(=O)Nc1ccccc1OC (configuration not stated)	-3	-1	10	1.1
O=C1CCNc2cc3ccccc3cc21	?	?	5	2.1
CCNC(=O)N(C(=O)NCC)n1c(C)nnc1C	2	-13	4	0.99
CC(C)C(NC(=O)OCc1ccccc1)C(=O)OCC(=O)NCc1ccco1 (configuration not stated)	1	-17	1	1.1
Cc1ccc(CNC(=O)CCCn2c(=O)c3ccccc3n(CC(=O)NC3CCCC3)c2=O)cc1	-2	2	14	0.99
CC(C)N(Cc1nc(-c2ccc(Cl)cc2)no1)C(=O)CCCN1C(=O)c2ccccc2C1=O	-10	40	2	0.87
CN(C)/C=C1\N=C(c2ccc(Cl)cc2Cl)OC1=O	-6	7	15	1
Cc1c(C=NCCOCc2ccccc2)cnn1C	-5	-2	16	1.1
CCCCC(=O)NC(Nc1cc(C)ccn1)(C(=O)OCC)C(F)(F)F (configuration not stated)	3	4	14	1.1
COC(=O)C(C)NC(=O)C12CC3CC(CC(C3)C1)C2 (configuration not stated)	6	-21	3	1.1

Another view of part of the listing above:
C=C(Cl)COC(=O)[C@H]1C2C=CC(C2)C1C(=O)O (some centres not stated)
  VLA-4 agonist: -2
  VLA-4 antagonist: 4
  Prostate diff: 6
  Autofluor Jurkat: 1.1
O=C1c2ccccc2NC(c2cccc(F)c2)N1Cc1ccco1 (configuration not stated)
  VLA-4 agonist: -2
  VLA-4 antagonist: 4
  Prostate diff: 8
  Autofluor Jurkat: 1
CCc1nn(CC(=O)NCCCN(CC)Cc2ccccc2)c(=O)c2cc3sccc3n12
  VLA-4 agonist: ?
  VLA-4 antagonist: ?
  Prostate diff: 6
  Autofluor Jurkat: 1.2

Exported with values under each structure: part of the list above.
Values in the order – VLA-4 agonist	VLA-4 antagonist	Prostate diff	Autofluor Jurkat
- O=S(=O)(c1ccc(Br)s1)N1CCCCC1
  -2	-10	9	1.1
- COC(=O)c1ccccc1NC(=O)C1CCN(S(=O)(=O)c2cc(C)ccc2OC)CC1
  -6	16	16	0.98
- C=C(Cl)COC(=O)[C@H]1C2C=CC(C2)C1C(=O)O (some centres not stated)
  -2	4	6	1.1
- COC1CCCCC1Nc1cccc(SC)c1 (configuration not stated)
  -8	-7	10	1.2

(list continues)
SMILES	VLA-4 agonist	VLA-4 antagonist	Prostate diff	Autofluor Jurkat
COc1ccc(CCn2c(NCCCN3CCOCC3)nc3c2c(=O)[nH]c(=O)n3C)cc1	7	1	22	0.98
Cn1c(=O)c2cc(S(=O)(=O)NCCC(=O)NCCc3ccc(Cl)cc3)ccc2n(C)c1=O	-4	-6	14	1.1
COc1ccc(C)cc1S(=O)(=O)N1CCN(Cc2ccccc2)CC1	3	-12	17	0.98
COC(=O)[C@@H](NC(=O)NCc1ccccc1Cl)C(C)C	8	-24	8	0.9
CCOC(=O)CN1CC23C=CC(O2)C(C(=O)Nc2ccc(C(C)=O)cc2)C3C1=O (configuration not stated)	3	-2	2	1
COc1cc(NC(=O)CN(c2cc(C)cc(C)c2)S(=O)(=O)c2c(C)noc2C)cc(OC)c1	-3	13	9	1
CSc1c(C#N)c(N)c(C#N)c2c1COC(C)(C)C2	-3	12	15	1
CCSc1nnc(-c2ccccc2NC(=O)CC)c(=O)[nH]1	5	-12	6	0.93
CC(Oc1ccccc1)C(=O)NC1CC(C)(C)NC(C)(C)C1 (configuration not stated)	-2	-6	12	0.98
CCn1c(C(C#N)/C(=N\S(=O)(=O)c2cccs2)c2ccccc2)nc2ccccc21 (configuration not stated)	-19	0	4	1
O=C(O)c1ccc2c(c1)C(c1ccccc1)OC2=O (configuration not stated)	?	?	8	1
COc1ccc(CCNC(=O)CC2COc3ccccc3O2)cc1OC (configuration not stated)	2	-6	9	0.95
COCCCNC(=O)CSC1=Nc2ccccc2C2=NC(CC(=O)NCc3ccccc3)C(=O)N12 (configuration not stated)	?	?	8	1.1
CCN(CC)C(=O)c1sc2nc(-c3ccc(OC)cc3)cn2c1C	?	?	7	1.6
Cn1cc(C(=O)NCCN2CCN(c3cccc(Cl)c3)CC2)c2c3ccccc3n(C)c2c1=O	-4	22	5	1.2
COC(=O)c1ccc(NC(=O)CN2C(=O)CSC2=O)cc1	0	-15	3	1
COC(=O)C1=C(N)N(c2ccc(F)cc2)C2=C(C(=O)CCC2)C1c1ccc2c(c1)OCO2 (configuration not stated)	2	-10	17	1
COc1cccc(NS(=O)(=O)c2ccc3c(c2)n(C)c(=O)c(=O)n3C)c1	8	-11	7	0.86
CC1CCCC(NC(=O)C2CCN(S(=O)(=O)N3CCC4(CC3)OCCO4)CC2)C1C (configuration not stated)	-2	-1	4	1.1
CCOC(=O)C1CCN(C(=O)CSc2cc(=O)n(CC)c3ccccc23)CC1	2	16	6	1.1
COc1ccc(S(=O)(=O)N2CCCN(CC(=O)C(C)(C)C)CC2)cc1	0	-5	3	1.1
CCOC(=O)c1ccc(NC(=O)NC(C)C2CCCO2)cc1 (configuration not stated)	-4	-4	9	1.1
CC1CCN(C(=O)c2ccc(COc3ccccc3Cl)o2)CC1	-8	8	10	1.1
CCCCn1c(SCC(=O)OCC)nc2c1c(=O)[nH]c(=O)n2C	2	-8	5	0.97
COc1ccccc1NC(=O)CSc1nnc(Cn2c(=O)sc3ccccc32)n1C	?	?	5	1.3
O=C(Cn1ccc2ccccc2c1=O)NCCC(=O)N1CCN(c2cccc(C(F)(F)F)c2)CC1	-6	-1	6	1.1
CCCn1c(C)cc(=O)c2cc(NC(=O)c3cnccn3)ccc21	?	?	8	1.3
Cc1cccc(N2CCN(C(=O)C3CCCN(S(=O)(=O)c4c(C)noc4C)C3)CC2)c1C (configuration not stated)	-12	14	6	1.2
Cc1ccc(CN2C(=O)CCC2C(=O)NCc2ccco2)cc1 (configuration not stated)	-3	18	8	1.1
